# Screening data from PubChem BioAssay.
# AGP1-GFP MLPCN: modulators of AGP1-GFP expression in yeast TOR pathway, primary screen, cell-based, multiplex flow cytometry, S. cerevisiae, MLPCN library; 3 h; GFP as percent of DMSO wells; 320,000 tested, 0.02% active; AID 2066, 2009; GFP response vs DMSO, % at 10 µM;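 active = GFP response relative to DMSO above a set limit, near screen average plus 3 SD, cut at about 150% in these data; inconclusive = fewer than 70 cells counted for the yeast strain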;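 note: median GFP channel fluorescence of the gated AGP1 strain per well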
# procasp3 activ: activators of human procaspase-3 D3A mutant, primary screen, biochemical, absorbance, PC-3 D3A mutant, single concentration | Caspase-3 (Homo sapiens), P42574 | recombinant procaspase-3 D3A, Ac-DEVD-pNA absorbance 405 nm | activation, % at 8.5 µM | 330,000 tested, 0.11% active | AID 463141, 2010;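 active = activation above the mean of all tested compounds plus 3 SD, cut at about 21% in these data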;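 note: 0% = DMSO alone and 100% = DMSO wells spiked with extra 5 µM PC-3 D3A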
# Target sequence (P42574 whole entry D9A/D28A/D175A): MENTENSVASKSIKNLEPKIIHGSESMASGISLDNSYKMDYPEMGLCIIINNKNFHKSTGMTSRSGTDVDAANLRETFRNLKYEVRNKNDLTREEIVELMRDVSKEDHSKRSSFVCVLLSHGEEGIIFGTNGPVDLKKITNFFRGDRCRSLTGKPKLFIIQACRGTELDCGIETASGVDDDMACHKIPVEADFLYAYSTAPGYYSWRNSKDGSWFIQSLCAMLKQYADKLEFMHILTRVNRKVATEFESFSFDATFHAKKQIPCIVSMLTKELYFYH
#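 Assay system – Procaspase-3 D3A mutant · Benchmarks – DMSO low control, extra-enzyme high control · Technique – 405 nm absorbance of p-nitroaniline, reads at 0 and 120 min · Doses – 8.5 µM nominal · Measure – % activation between DMSO and enzyme-spiked controls · Also added – Ac-DEVD-pNA chromogenic peptide substrate · Schedule – 1 h compound preincubation, 2 h substrate hydrolysis at 25 °C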
# LAP4-GFP MLPCN: modulators of LAP4-GFP expression in yeast, primary screen, S. cerevisiae, multiplex flow cytometry, MLPCN library | AID 2023, 2009 | 320,000 tested, 0.34% active | 3 h; median GFP as percent of DMSO wells | GFP response vs DMSO, % at 10 µM;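 active = GFP response vs DMSO above a set limit, about the screen mean plus 3 SD, cut at about 150% in these data; inconclusive = under 70 cell events counted for the yeast strain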
# CIT2 TOR yeast: modulators of CIT2-GFP expression in yeast, primary screen, S. cerevisiae, GFP fusion, multiplex flow cytometry, MLPCN library; S. cerevisiae CIT2-GFP strain, 3 h; 100 means same as DMSO wells; GFP response vs DMSO, % at 10 µM; 320,000 tested, 0.065% active;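 active = GFP response relative to DMSO above a set limit, near the screen mean plus 3 SD, cut at about 150% in these data; inconclusive = Fewer than 70 cells measured for a yeast strain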;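 note: ratio of well median GFP fluorescence to mean of DMSO wells on the plate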
# RPL19A TOR yeast: RPL19A-GFP expression modulators in yeast, primary screen, cell-based, S. cerevisiae, multiplex flow cytometry, MLPCN | 330,000 tested, 0.3% active | percent response vs DMSO, % at 10 µM | S. cerevisiae RPL19A-GFP strain, 3 h; hits give low values;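 active = percent response vs DMSO below 50%; inconclusive = fewer than 70 events counted for the yeast strain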;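 note: median channel GFP fluorescence of the barcoded RPL19A-GFP strain; ratio of sample median GFP to plate DMSO average so 100% = DMSO; lower means less RPL19A-GFP as with rapamycin TOR inhibition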
# AHR act: AHR activators, primary screen, cell-based, luminescence, luciferase reporter, human; AHR-responsive luciferase reporter cells; 320,000 tested, 2.5% active; activation, % at 5 µM; in the data active = activation above about 47%;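 note: 0% = vehicle wells and 100% = reference agonist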
# procasp7 counter: procaspase-7 activators, primary screen, counter-screen for procaspase-3 activator project, biochemical, absorbance, HTS, human. Caspase-7 (Homo sapiens), P55210. recombinant procaspase-7, Ac-DEVD-pNA absorbance 405 nm; D23A/D198A/D206A triple mutant, cannot self-cleave; scale: DMSO 0, 5 µM enzyme 100. activation, % at 8.5 µM. 330,000 tested, 0.093% active. AID 463210, 2010;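 active = percent activation above the screen-wide mean plus 3 SD, cut at about 25% in these data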
# Target sequence (P55210 whole entry D23A/D198A/D206A): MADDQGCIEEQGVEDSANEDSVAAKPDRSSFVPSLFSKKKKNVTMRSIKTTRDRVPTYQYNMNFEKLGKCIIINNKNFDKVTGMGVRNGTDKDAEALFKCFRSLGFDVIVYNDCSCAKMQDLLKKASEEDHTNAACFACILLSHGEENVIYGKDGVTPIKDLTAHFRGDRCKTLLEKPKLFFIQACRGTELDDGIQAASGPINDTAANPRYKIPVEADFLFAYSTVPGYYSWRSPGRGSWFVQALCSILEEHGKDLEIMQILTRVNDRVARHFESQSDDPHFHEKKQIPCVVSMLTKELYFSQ
#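 signal = Epi-absorbance of released pNA at 405 nm, two timepoints | assay system = Uncleavable procaspase-7 mutant enzyme | reagent = Ac-DEVD-pNA substrate, 400 µM as added | times = 1 h enzyme–compound preincubation and 2 h substrate reaction, both 25 °C | benchmarks = low DMSO alone, high DMSO plus 5 µM PC-7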
# MEP2-GFP yeast: modulators of MEP2-GFP levels in yeast, primary screen, S. cerevisiae, multiplex flow cytometry, MLPCN library; S. cerevisiae MEP2-GFP strain, 3 h; 100% = DMSO control level; GFP response vs DMSO, % at 10 µM; 330,000 tested, 0.51% active; AID 2016, 2009;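 active = GFP response versus DMSO above a set limit, roughly screen mean plus 3 SD, cut at about 180% in these data; inconclusive = fewer than 70 cells counted for a yeast strain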;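 note: median GFP fluorescence of the barcode-gated MEP2-GFP cells per well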
# Starred values were filed as active, the others as inactive; ? = inconclusive; . = no result given; [ ] = remark or other dose.
canonical_smiles	procasp7 counter	AGP1-GFP MLPCN	CIT2 TOR yeast	RPL19A TOR yeast	AHR act	MEP2-GFP yeast	LAP4-GFP MLPCN	procasp3 activ
COc1cc(C2Nc3ccc4ncccc4c3C3=C2C(=O)CC(C)(C)C3)cc(OC)c1O (configuration not stated)	1	100	98	96	8	106	106	2
O=CN1CCN(C(=O)COc2ccc(Cl)cc2Br)CC1	8	104	102	106	2	99	107	-11
COCCCNC(=O)CN(c1cc(Cl)ccc1OC)S(=O)(=O)c1ccc(C)c([N+](=O)[O-])c1	0	99	94	97	-2	100	97	-8
Cc1ccc(NCc2ccccc2O)c(C)c1	5	98	83	93	-1	96	100	-6
CN1/C(=N\O)c2cccc3cccc1c23	-7	.	95	92	12	107	96	-12
COc1ccc(-n2nc3c(c2NC(=O)C(C)Oc2ccccc2)CS(=O)(=O)C3)cc1 (configuration not stated)	-6	99	96	97	-1	95	95	-2
COc1ccc(S(=O)(=O)N2CCCCC2)cc1NC(=O)CCNC(=O)c1ccc(Br)cc1	4	103	109	97	3	101	103	4
O=C(NCC1CCCO1)C(c1cccs1)N(Cc1cccs1)C(=O)c1ccc(-c2ccccc2)[nH]1 (configuration not stated)	8	105	97	101	1	104	104	5
CS(=O)(=O)N1CCN(C(=O)c2cc(-c3ccccc3)nc3ccccc23)CC1	4	99	111	102	2	106	99	4
Cc1ccc(S(=O)(=O)N2CCCC2CNC(=O)C(=O)NC2CC2)cc1 (configuration not stated)	8	103	102	94	6	95	112	-1
Cc1ccccc1NC(=O)c1cccc(NC(=O)c2ccccc2C(=O)O)c1	5	102	101	97	-1	103	108	0
CCCCN1C(=O)C(O)(CC(=O)c2ccccc2OC)c2ccccc21 (configuration not stated)	-11	104	109	100	2	97	98	6
O=C(Nc1ccccc1O)c1cc2cc(Br)ccc2oc1=O	-19	107	119	105	12	105	101	0
Cc1ccc(N(CC(=O)NC2CCCCC2C)S(=O)(=O)c2c(C)nn(C)c2C)cc1 (configuration not stated)	-8	98	98	95	1	105	91	0
COc1ccc2c(c1)[nH]c1c(=O)n(/N=C/c3ccc(OC)c(CN4CCCCC4)c3)cnc12	-2	108	101	98	12	102	108	2
CC(=O)c1cccc(N(CC(=O)NC2CCCCC2)C(=O)c2csnn2)c1	3	102	100	101	0	102	107	3
CCn1cc(C(=O)OCC(=O)NCc2ccccc2Cl)c(=O)c2ccc(C)nc21	-1	92	93	93	2	88	83	1
Clc1ccc(CON/C=N/c2ncnc3sccc23)cc1	13	98	104	96	-3	109	109	3
Cc1ccc(NC(=O)Nc2ccc(Cl)cc2)c(Br)c1	-5	93	95	100	-3	101	89	1
COC(=O)CNC(=O)CSc1nc(N)cc(=O)[nH]1	-1	97	94	95	1	94	89	0
N#Cc1cccc(NC(=O)Cn2c3[n+](c4ccc(C(F)(F)F)cc42)CCCCC3)c1	-2	91	83	88	-3	93	92	-5
Cc1csc(NC(=O)CSc2nnc(C)n2Cc2ccco2)n1	-4	101	103	98	12	98	93	-1
CC(C)OC(=O)CC(=O)CSc1nc2c(cc1C#N)CCCCCC2	75*	.	84	97	15	96	94	62*
COCCNC(=O)CN1C(=O)COc2ccc(Cl)cc21	0	97	100	96	-4	97	97	6
Nc1nc(NCCO)nc(N2CCCCCC2)c1[N+](=O)[O-]	-8	111	105	107	4	107	105	-5
COC(=O)c1cccc(NC(=O)CSc2nnc(C)n2Cc2ccccc2)c1	1	108	101	102	-1	103	100	10
Cc1ccc(NC(=S)NCCc2ccccc2)nc1	-4	94	94	96	11	101	120	-10
Cc1ccc(C(=O)NC2CC(C)(C)NC(C)(C)C2)cc1	-9	102	101	101	2	102	96	4
NS(=O)(=O)c1cccc(NC(=O)c2cccc(Oc3ccccc3)c2)c1	-4	97	107	100	4	101	101	-1
CC1(C)Cc2ccccc2C(NNC(=O)c2ccc(Br)o2)=N1	-6	93	101	96	14	95	82	3
COC(CNC(=O)c1ccc2c3c(onc13)-c1ccccc1C2=O)OC	-1	66	90	72	-1	91	230*	-11
CCC1Sc2ccc(S(=O)(=O)CCC(=O)Nc3c(Cl)cc(OC)cc3OC)cc2NC1=O (configuration not stated)	5	104	103	105	6	97	106	6
Cc1ccc2[nH]c3c(c2c1)CN(C(=O)CN1CCN(C(=O)c2ccco2)CC1)CC3	-5	96	98	100	8	103	102	-8
CCN(CC(=O)Nc1ccccc1C(F)(F)F)C(=O)CCOc1ccc(C)cc1	2	102	100	97	1	101	103	10
CC1C2CC(C/C2=N/NC(=O)c2cccs2)C1(C)C (configuration not stated)	1	82	105	91	14	154	96	6
Cc1sc2nc(CN(Cc3ccccc3)C(=O)NC3CCCCC3)[nH]c(=O)c2c1C	-7	103	92	96	14	103	99	2
C/C(=N\NC(=O)c1ccccn1)c1ccc(C(=O)O)s1	-1	104	104	100	5	96	102	5
COC(=O)CCCC1=CC2=C(c3ccccc3)C(=O)C(C)(OC(=O)C3CCCC3)C(=O)C2=CN1CCc1ccccn1 (configuration not stated)	-15	72	64	92	4	91	109	5
CCCCOc1cccc(C(=O)Nc2ccc(NC(=O)c3ccco3)cc2)c1	8	93	92	92	-2	100	90	2
Cc1ccc(-c2csc3nc4cc(C(N)=O)ccc4c(=O)n23)cc1	-5	82	76	97	8	88	103	-1

# Looked up by compound from the entries so far, 2 records:
canonical_smiles	procasp7 counter	AGP1-GFP MLPCN	CIT2 TOR yeast	RPL19A TOR yeast	AHR act	MEP2-GFP yeast	LAP4-GFP MLPCN	procasp3 activ
C/C(=N\NC(=O)c1ccccn1)c1ccc(C(=O)O)s1	-1	104	104	100	5	96	102	5
N#Cc1cccc(NC(=O)Cn2c3[n+](c4ccc(C(F)(F)F)cc42)CCCCC3)c1	-2	91	83	88	-3	93	92	-5

# Later entries.
canonical_smiles	procasp7 counter	AGP1-GFP MLPCN	CIT2 TOR yeast	RPL19A TOR yeast	AHR act	MEP2-GFP yeast	LAP4-GFP MLPCN	procasp3 activ
COc1ccc(C(=O)N/C(=C\c2cn(S(=O)(=O)N(C)C)c3ccccc23)C(=O)N2CCN(C)CC2)cc1	-7	93	97	93	2	114	91	1
CCOc1ccc(NC(=O)CN2CC(c3ccccc3)CC2=O)cc1 (configuration not stated)	4	107	101	104	6	103	107	6
CN(Cc1nc2ccccc2[nH]1)C(=O)C1CCC(=O)N(CCc2cccc(F)c2)C1 (configuration not stated)	7	95	.	107	-1	102	76	0
C#CCOCCOCCOCCNc1nc(N2CCN(C(=O)[C@H]([C@@H](C)CC)n3cc([C@@H](N)Cc4ccc(O)cc4)nn3)CC2)nc(N2CCN(C(=O)[C@H](CCCCN)n3cc([C@@H](N)C(C)CC)nn3)CC2)n1 (some centres not stated)	3	95	105	104	0	86	106	1
CNCCCNC(=O)c1ccc(/C=N/O)nc1	8	104	101	100	2	104	102	1
COc1ccccc1NC(=O)C/C(C)=N/NC(=O)COc1c(Br)cc(Br)cc1OC	-3	106	102	106	10	102	113	-1
CC(C)Nc1ncnc2ccc(Br)cc12	12	99	95	102	-1	103	102	-3
O=C(Oc1cccc2cccnc12)c1cccc([N+](=O)[O-])c1	6	105	102	100	1	101	104	3
Cc1ccc2c(C)nc(Nc3nc(CSc4nnnn4-c4ccccc4)cc(=O)[nH]3)nc2c1	3	103	102	97	11	104	104	9
Clc1cccc(CN2CCSCC2)c1Cl	.	106	100	105	.	102	93	.
O=S(=O)(c1cccc(Cl)c1)N1CN(CC2CCCO2)c2nc3ccccc3nc21 (configuration not stated)	7	91	88	98	5	95	98	-1
O=C(NCc1ccccc1Cl)C1CCCO1 (configuration not stated)	13	102	83	102	0	99	92	4
COc1ccc(N(CC(=O)N2CCN(c3ccc(Cl)cc3)CC2)S(=O)(=O)c2c(C)n[nH]c2C)cc1	0	101	96	99	2	109	98	2
COc1cc(OC)c(C2CC(=O)N3CN(c4ccccc4C)CSC3=C2C#N)cc1OC (configuration not stated)	-25	106	107	100	2	100	105	-17
O=C(CCNC(=O)C1CCN(S(=O)(=O)c2ccccc2)CC1)Nc1cccc(C(F)(F)F)c1	0	115	106	105	1	109	120	0
CN(C(=O)COC(=O)c1cc(S(=O)(=O)N2CCOCC2)c(Cl)cc1Cl)C1CCS(=O)(=O)C1 (configuration not stated)	-5	101	96	97	1	102	102	-9
Cn1c(-c2ccsc2)c(-c2cccs2)c2cc(Br)ccc21	1	96	90	95	63*	99	91	3
CC(=O)N1c2ccc(S(=O)(=O)NCCC(=O)Nc3ccc(C)c(Cl)c3)cc2CC1C (configuration not stated)	-3	91	100	89	5	92	80	2
COC(=O)C1CCCCN1C(=O)c1cccc(OC2CCN(C(=O)C3CC3)CC2)c1 (configuration not stated)	3	104	107	105	-6	103	99	10
CCOC(=O)c1cc(-c2cccs2)[nH]n1	8	94	95	92	2	83	103	3
COc1ccc(CC(=O)NCCS(=O)(=O)N2CCN(c3ccccc3)CC2)cc1	4	111	106	102	-1	100	99	1
O=C(Nc1ccccc1O)c1ccccc1O	-5	102	.	103	131*	102	100	-2
CC(C)CC(NC(=O)CNC(=O)C1O[C@@H]2OC(C)(C)O[C@@H]2[C@H]2OC(C)(C)O[C@@H]12)C(=O)O (some centres not stated)	-4	99	103	100	3	103	86	3
Cc1ccnc(N2C(=O)c3ccc([N+](=O)[O-])cc3C2=O)c1	-1	86	93	101	-1	97	77	4
Cc1ccc(S(=O)(=O)c2nc(S(C)(=O)=O)sc2N2CCC(C(N)=O)CC2)cc1	0	110	108	106	1	115	114	-1
CN(CC(=O)Nc1ccc(F)cc1)C(=O)COC(=O)COc1ccc(C#N)cc1	-2	107	96	98	1	96	108	2
CCCCC(=O)Nc1ccccc1C(=O)N1CCOCC1	4	109	88	102	2	104	97	6
Cn1cncc1C#Cc1ccc2cc(C(C)(C)O)oc(=O)c2c1	4	98	100	97	43	98	95	-2
O=C(O)CCC(=O)Nc1ccc(N2CCCCC2)c(C(=O)O)c1	5	104	90	100	0	102	97	-3
N#Cc1c(N)nc(SCc2ccccc2)c(C#N)c1-c1ccco1	9	?	?	17*[may fluoresce violet]	-1	?	?	10
O=C(CCN1C(=O)/C(=C/c2ccccc2Cl)SC1=S)N1CCCC1	-2	89	87	101	5	92	96	-6
COc1ccc(/C=C/c2nc3ccccc3c(=O)n2-c2cccc(C(=O)O)c2)cc1	1	100	97	99	0	97	96	0
COc1cc(C(C(=O)NC2CCCCC2)N(Cc2ccco2)C(=O)c2cnccn2)cc(OC)c1OC (configuration not stated)	0	98	95	103	-2	101	96	-2
